# AID2073 = inhibitors of Mint1-CaV2.2 protein interaction, biochemical, HTRF (AID 2073); one-dose inhibition, % at 20 µM; IC50 in µM for titrated hits; 290,000 compounds, 0.19% hits; HTRF protein-protein interaction, Mint1-CaV2.2; higher % means a stronger effect; in the data active means inhibition mostly above about 51%, no sharp cut-off; inconclusive means no clear call, values can overlap the other calls; inactive means mostly below about 53%; further: some results filed as inactive read as strong as hits
# Myeloid diff 2 = induction of myeloid progenitor differentiation, primary screen, cell-based, flow cytometry, MLPCN library; ER-HoxA9 myeloid progenitors, lysozyme-GFP differentiation; calls only at 10 µM; 360,000 compounds, 1% hits; AID 624256, 2012;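 active means normalized GFP-positive differentiation at or above the plate's own cutoff, the solvent-only control mean plus 3 SD; inconclusive means no clear call, values can overlap the other calls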;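 further: cells exposed to compound for four days before flow analysis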
# XIAP displacement = XIAP antagonists, biochemical, IAP family, fluorescence polarization (AID 1018). E3 ubiquitin-protein ligase XIAP (Homo sapiens). XIAP BIR domain, fluorescence polarization peptide displacement; higher % means a stronger effect. displacement, % at 20 µM; hits with a dose series show IC50 in µM. 200,000 compounds, 0.007% hits; in the data active means displacement above about 50%; further: a part of the inactive calls stands beside numbers as strong as those of hits
# Siah-1 displacement = Siah-1 peptide-binding antagonists, primary screen, biochemical, fluorescence polarization, rhodamine-plectin, uHTS (AID 1817) | E3 ubiquitin-protein ligase SIAH1 (Homo sapiens) | Siah-1 / rhodamine-plectin peptide fluorescence polarization; higher % means a stronger effect | displacement, % at 20 µM, or IC50 in µM where a hit was titrated | 290,000 compounds, 0.02% hits;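 active means displacement of at least 50% at 20 µM, with a fluorescence ratio check between 0.3 and a set limit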;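 further: plate controls were Siah plus tracer with DMSO for no effect and tracer alone without Siah for full effect; strong numbers were not always called active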
# Hep lipid drop = inhibitors of hepatocyte lipid droplet formation, primary screen, imaging, high-throughput imaging, BODIPY stain; AML12 mouse hepatocytes, oleate lipid droplets; inhibition, % at 6.5 µM; 240,000 compounds, 0.4% hits;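 active means lipid droplet intensity inhibited by at least 50%, with more than 500 cells counted; inconclusive means wells with under 300 cells, treated as cytotoxic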
#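 System: AML12 hepatocytes (mouse). Probe or stimulus: oleic acid at 100 µM to induce lipid droplet formation. Times: overnight treatment with compound plus oleate. Detection: Image-based BODIPY and DAPI two-channel analysis. Evaluation: percent inhibition of filter-corrected integrated lipid droplet intensity per well.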
# HEK293 NOD2/NF-kB = NOD2 signaling inhibitors, cell-based, luminescence, uHTS, HEK293 (AID 1566) | HEK293 NOD2/NF-kB luciferase reporter, luminescence; higher % means a stronger effect | one-dose inhibition, % at 4 µM; EC50 in µM for titrated hits | 290,000 compounds, 0.63% hits; further: many of its hits are not listed in these tables
# NS5 inhibitors = Dengue-2 NS5 methyltransferase inhibitors, primary screen, biochemical, confirmation dose response (AID 588689); Genome polyprotein (Dengue virus type 2 (strain 16681-PDK53)); Dengue-2 NS5 methyltransferase capping enzyme assay, biochemical; higher % means a stronger effect; inhibition, % at 25 µM, or IC50 in µM where a hit was titrated; 340,000 compounds, 0.3% hits; in the data active means a potency from the dose series; inconclusive means inhibition above about 29% without an active follow-up result
# LYP phosphatase = inhibitors of LYP phosphatase, biochemical, fluorescence intensity, uHTS (AID 1779). Tyrosine-protein phosphatase non-receptor type 22 (Homo sapiens). recombinant LYP phosphatase, fluorescence intensity; higher % means a stronger effect. inhibition, % at 11.5 µM, or IC50 in µM where a hit was titrated. 290,000 compounds, 0.054% hits;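 further: plate controls were vehicle with enzyme for no effect and no enzyme for full effect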
# HIV fusion peptide = inhibitors of HIV fusion peptide binding, primary screen, biochemical, uHTS, fluorescence dequenching (AID 1986); cell-free peptide binding, fluorescence dequenching, 30 min; higher % means a stronger effect; 290,000 compounds, 0.3% hits; one-dose inhibition, % at 20 µM; IC50 in µM for titrated hits; in the data active means inhibition mostly above about 52%, no sharp cut-off; inactive means mostly below about 76%; further: some results filed as inactive read as strong as hits
# Hep lipid drop cells 6.5 µM = second read-out of Hep lipid drop, no call of its own (marks repeat the call); cell count; measured here: cell count, cytotoxicity flag;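 cells counted across two imaged fields per well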
# NS5 inhibitors pilot replicate = also measured in NS5 inhibitors; calls as there; inhibition, %; measured here: pilot screen replicate inhibition
# Myeloid diff 2 GFP+ MAC1+ % = second read-out of Myeloid diff 2, no call of its own (marks repeat the call); GFP+ MAC1+ double positive, %; measured here: differentiation confirmed by MAC1 staining
# Numbers without * were called inactive; i = inactive; ? = inconclusive; . = no result given; + = active, no number. Unless noted, no stated cut-off is given here; in the data, active means inhibition above about 50%; inactive means the rest. Some of the compounds tested; the hit share may differ from the screen's.
SMILES,AID2073,Myeloid diff 2,Myeloid diff 2 GFP+ MAC1+ %,XIAP displacement,Siah-1 displacement,Hep lipid drop,Hep lipid drop cells 6.5 µM,HEK293 NOD2/NF-kB,NS5 inhibitors,LYP phosphatase,HIV fusion peptide,others
CCCS(=O)(=O)N1CCCC(C(=O)Oc2ccc(C)c(C)c2)C1 (configuration not stated),-5.9%,i,0.4,.,3.3%,1.1,774,6.2%,-16.7%,-9.6%,0.6%,
CCO[C@@H]1OC(C(=O)NC2CC2)=C[C@H](c2ccc3c(c2)OCO3)[C@H]1CCCO,10.6%,i,1.0,-0.8%,11.8%,-3.0,667,-12.8%,0.8%,-5.8%,0.9%,
CN(Cc1ccccc1)C(=O)c1cccc(C(=O)N(C)Cc2ccccc2)c1,8.0%,i,0.5,.,3.6%,-6.2,842,11.8%,-3.9%,-1.7%,-1.4%,
O=C(Nc1nnc(C2=COCCO2)o1)c1ccc(Br)cc1,11.8%,i,0.8,.,-0.6%,-1.2,705,22.3%,-8.0%,-0.6%,4.4%,
COc1ccc(NC(=S)NCCCN2CCCC2)cc1,1.3%,i,1.3,-2.9%,7.6%,11.7,710,6.9%,0.0%,-5.8%,-2.0%,
O=C(N/N=C/c1ccccc1OCC(=O)N1CCCC1)C(=O)Nc1ccccc1F,5.4%,i,0.3,-5.9%,-4.0%,4.9,639,-7.8%,-1.3%,7.1%,0.0%,
O=C(NCc1ccc2c(c1)OCO2)NC12CC3CC(CC(C3)C1)C2,6.0%,i,0.9,-3.8%,-3.1%,1.1,697,-32.8%,-5.3%,35.0%,-1.9%,
CCCNC(=O)C(=O)N/N=C/c1ccc(OCc2ccccc2)cc1,47.8%,i,0.9,-3.9%,4.4%,1.3,661,-3.3%,3.6%,-3.8%,2.8%,
Fc1ccccc1NC(=S)N(CCN1CCCCC1)Cc1ccco1,-31.7%,i,0.3,-4.8%,-1.7%,-23.7,745,1.2%,-8.8%,0.2%,2.6%,
COC(=O)c1ccc(OC)c(Cn2c(=O)n(C)c(=O)c3sccc32)c1,15.7%,i,0.4,.,12.7%,-1.4,817,-2.0%,-14.0%,-10.3%,-0.5%,
C=CCn1c(SCC(=O)Nc2cc(C)on2)nc2sc(CC)cc2c1=O,23.3%,i,0.9,-7.1%,-0.3%,-15.3,744,14.5%,2.0%,-5.1%,0.1%,
COc1ccc(Cl)cc1C(=O)NCC(c1ccco1)N(C)C (configuration not stated),9.5%,i,0.5,.,0.5%,-23.5,672,6.2%,-6.6%,-6.9%,0.6%,
COc1cccc(CNC(=O)CN(C)S(=O)(=O)c2ccc(Br)s2)c1,3.4%,i,0.4,.,-5.2%,1.0,810,19.8%,-3.3%,-11.0%,5.2%,
Cc1c(Cl)cccc1N1C(=O)c2ccccc2C1=O,-6.1%,i,1.5,-2.0%,16.7%,12.9,667,-15.3%,-0.7%,4.6%,1.7%,
N#Cc1ccc(NC(=O)Cn2cnc(S(=O)(=O)N3CCCC3)c2)cc1,0.8%,?,.,.,-1.9%,3.4,733,9.5%,21.6%,-6.7%,-1.5%,
COc1ccc(N2CCN(CCN3C(=O)c4ccccc4C3=O)CC2)cc1,-4.8%,i,1.4,.,-5.9%,-15.2,755,19.1%,-4.2%,-5.6%,-1.3%,
CN(C)c1ccc(C(=S)N2CCN(c3ccc([N+](=O)[O-])cc3)CC2)cc1,-32.6%,i,0.7,.,-13.2%,13.6,785,-40.2%,0.8%,5.4%,-4.1%,
CCCCOC(=O)Nc1nnc(-c2ccccc2OC)s1,10.4%,i,0.6,1.9%,7.0%,.,.,18.5%,-3.3%,-4.3%,0.7%,
COc1cc(NC(=O)C2CCCC2)c(OC)cc1Cl,-0.4%,i,0.6,-3.9%,-2.2%,.,.,9.1%,-3.2%,-10.3%,0.7%,
O=c1c([N+](=O)[O-])c(O)c2cccc3c2n1CCC3,3.6%,i,0.5,.,-0.1%,.,.,-2.9%,2.6%,-8.3%,-2.4%,
COc1ccc(Cn2c(-c3ccco3)nc3oc4ccccc4c(=O)c3c2=O)cc1,6.3%,i,0.9,-4.8%,24.7%,-1.3,698,-26.0%,-3.1%,0.7%,3.5%,
N#CCSc1nc2c(cc1C#N)CCCCCC2,10.0%,i,0.6,-5.0%,-1.7%,-1.4,631,-9.4%,-2.4%,5.8%,-0.7%,
COc1ccc(OC)c(/C=N/NC(=O)Cc2nc3ccccc3[nH]2)c1,7.7%,i,0.4,-1.7%,-5.8%,-5.8,453,-3.5%,-4.4%,-6.7%,0.7%,
Cc1cc(C)c(OCCCCN2CCC(C)CC2)c(Br)c1,-1.2%,i,0.2,-3.3%,-0.3%,-52.3,653,-1.5%,-5.5%,-2.4%,1.0%,
Cc1ccc(NC(=O)CCN2CC(C)OC(C)C2)cc1C (configuration not stated),5.1%,i,0.7,.,1.8%,-13.0,819,-1.6%,-3.5%,1.8%,0.5%,
COc1ccc(C(=O)N/N=C/c2sc3ccccc3c2O)cc1,3.2%,i,2.2,-1.9%,-12.5%,-10.6,626,-4.6%,26.6%,5.1%,34.9%,
CCCCn1c(-c2ccc(Cl)cc2)nc2c(=O)n(C)c(=O)[nH]c21,-1.5%,i,1.1,-1.5%,-1.4%,-9.1,709,-3.0%,5.6%,-1.8%,1.2%,
O=C(c1cccc(Cl)c1)N1CCC(N2CCC(C(=O)N3CCOCC3)CC2)CC1,4.2%,i,0.3,-6.3%,2.1%,11.8,712,4.3%,-1.5%,2.2%,3.0%,
CCSc1nnc(NC(=O)CCc2ccccc2)s1,8.0%,i,1.6,1.0%,0.3%,.,.,-14.9%,-5.2%,0.0%,-1.4%,
COc1cc(CN2C(=O)C(NC(=O)c3ccco3)(C(F)(F)F)C3=C2CC(C)(C)CC3=O)cc(OC)c1 (configuration not stated),12.7%,i,3.5,-8.5%,-0.6%,2.9,798,-14.6%,-6.3%,2.4%,1.3%,
COc1cccc(CN(Cc2ccccc2F)S(=O)(=O)c2ccc(S(=O)(=O)NCc3ccccc3)cc2)c1,16.7%,i,0.7,-6.5%,-2.6%,-37.6,530,-16.5%,-5.1%,-1.6%,1.3%,
COc1ccc(/C=C2/C(=O)N(c3ccccc3)N=C2C)c(OC)c1,6.6%,i,0.3,.,10.2%,12.9,842,3.6%,.,-6.2%,-2.6%,
Cc1cc(C)c2c(c1)/C(=C/C(=O)c1ccc(Br)s1)C(=O)N2,-15.9%,i,0.4,-3.1%,-1.7%,-5.7,793,-9.4%,-13.6%,6.2%,-4.4%,NS5 inhibitors pilot replicate=-4.7
CCOc1ccc(C2C(C#N)=C(N)SC(N)=C2C#N)cc1OCC,38.8%,+,1.2*,-11.5%,-2.3%,1.0,730,8.9%,?,0.9%,47.3%,
COc1cccc(NC(=S)NNC(=O)Cn2nc(C(F)F)cc2C(F)F)c1,-13.0%,i,0.9,-6.6%,-7.1%,-1.4,707,-1.8%,-2.9%,0.7%,-1.7%,
O=[N+]([O-])c1cccc(-c2cn(-c3ccccc3)c(=S)[nH]2)c1,40.0%,i,0.2,-5.6%,9.9%,20.5,684,-62.0%,-0.9%,-5.2%,0.4%,
CCc1ccc(CNc2ccc3c(c2)ncn3C(C)(C)C)cc1,-7.6%,i,0.8,.,-2.7%,-2.0,814,-51.2%,5.9%,-3.9%,-2.2%,
COC(=O)c1ccc(/C=N/N2CCN(Cc3ccccc3Cl)CC2)cc1,-11.3%,i,0.3,.,0.3%,-4.5,720,26.3%,7.0%,-5.8%,-0.6%,
Cc1ccc(C)c(NC(=O)Cn2c(=O)n(-c3ccc(CC(=O)NCC4CCCO4)cc3)c(=O)c3ccccc32)c1 (configuration not stated),34.1%,.,.,-6.1%,4.0%,-14.8,683,-0.2%,.,-4.2%,-0.7%,
CC(c1ccco1)N(C(=O)c1ccc(C#N)cc1)c1ccccn1 (configuration not stated),5.8%,i,0.2,-1.8%,4.6%,-10.4,732,8.4%,-5.8%,-10.4%,-2.6%,
CN(C)/C=C1/C(=O)N(c2ccc([N+](=O)[O-])cc2)N=C1c1ccccc1,-7.1%,.,.,-47.7%,-1.3%,11.6,642,-51.9%,.,-5.8%,23.0%,
CC(=O)N1/C(=C/c2ccc(N(C)C)cc2)C(=O)c2ccccc21,8.6%,.,.,-3.7%,0.4%,-22.0,607,-40.2%,-39.8%,-3.2%,1.2%,
CCN(Cc1cnn(C)c1)Cc1nc(C2(c3ccc(C)cc3)CCCC2)no1,-12.8%,i,0.2,-2.9%,-2.1%,5.3,727,11.2%,-3.0%,-2.7%,-0.4%,
Cc1cccc(OCCC(=O)OCC(=O)N2CCc3ccccc32)c1,-0.2%,i,0.8,-0.1%,-3.4%,.,.,11.9%,0.0%,-2.0%,-0.7%,
CCOc1ccccc1OCCN1CCC(Cc2ccccc2)CC1,-2.6%,i,0.0,2.1%,0.6%,-14.6,497,6.9%,-6.5%,-7.0%,1.1%,
O=C(/C=C/c1ccccc1Cl)Nc1ccc(Cl)cn1,12.3%,i,0.4,-6.3%,1.7%,-5.0,653,-45.2%,-4.5%,-3.7%,-0.6%,
COc1ccccc1N1CCN(C(=O)CCc2ccc(S(=O)(=O)NC(C)C)cc2)CC1,0.5%,i,0.7,-2.5%,4.7%,.,.,1.1%,-2.2%,-10.8%,0.8%,
O=C(N=C1SC2CS(=O)(=O)CC2N1CCc1ccc(F)cc1)C1CCCCC1 (configuration not stated),-1.8%,i,1.7,.,2.6%,-5.8,718,-12.6%,-1.8%,-8.2%,-0.8%,
O=C(CCN1CCOCC1)NNC(=S)NC(=O)c1ccccc1,5.0%,i,0.3,-12.7%,-9.3%,2.3,721,7.4%,-3.0%,-6.8%,-2.6%,
COc1ccc(OCCCC(=O)NNC(=O)CCN2CCN(c3ccccc3)CC2)cc1,46.9%,i,0.8,.,-1.9%,-2.6,825,-17.3%,-3.6%,-1.1%,0.0%,

# 2 successive records out of the list so far:
SMILES,AID2073,Myeloid diff 2,Myeloid diff 2 GFP+ MAC1+ %,XIAP displacement,Siah-1 displacement,Hep lipid drop,Hep lipid drop cells 6.5 µM,HEK293 NOD2/NF-kB,NS5 inhibitors,LYP phosphatase,HIV fusion peptide,others
CN(C)/C=C1/C(=O)N(c2ccc([N+](=O)[O-])cc2)N=C1c1ccccc1,-7.1%,.,.,-47.7%,-1.3%,11.6,642,-51.9%,.,-5.8%,23.0%,
CC(=O)N1/C(=C/c2ccc(N(C)C)cc2)C(=O)c2ccccc21,8.6%,.,.,-3.7%,0.4%,-22.0,607,-40.2%,-39.8%,-3.2%,1.2%,

# Compound activity from PubChem.
